# ATXN2 expr inh = ATXN2 expression inhibition; AID 1745845; 360,000 compounds, 0.72% hits; Potency, µM (titrated, usually from 57 µM), for inactives: at the highest dose activity change, negative = inhibition, most hits filed as inhibitors; HEK-293 ATXN2-luciferase reporter, luminescence, 24 h; note: % is set by controls: 0 for no effect and ±100 for the full control effect; nearly all actives have a fitted effect of over 55% in size
#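 qHTS (up to 57 uM final) was run with 24 h compound exposure of reporter cells at 37 °C. Each well was multiplexed: SteadyGlo luminescence measured ATXN2-luciferase expression after a fluorogenic Gly-Phe-AFC viability readout (25 uM final).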
# A549 viability = kills or reduces viability of A549 cells in Nrf2 counter-screen. A549 ARE-Fluc cells, CellTiter-Fluor viability, 18-24 h. Potency, µM (highest dose often 46 µM), for inactives: at the highest dose activity change, negative = cytotoxicity, most hits filed as inhibitors. 390,000 compounds, 0.16% hits. AID 504648; note: % is set by controls: 0 for no effect and ±100 for the full control effect
#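 A549 ARE-Fluc cells in 5% FBS OPTI-MEM, 5000 cells/well, rested 2 h then exposed to compounds in concentration-response for 18-24 h at 37 °C. Viability by CellTiter-Fluor fluorescence (Ex 405/Em 525) after 30 min; luciferase luminescence (BugLite, 15 min, RT) read afterwards.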
# Nrf2 ARE act = activators of Nrf2 (ARE) signaling; Potency, µM (top dose mostly 46.1 µM), for inactives: at the highest dose activation, actives largely listed as activators; 410,000 compounds, 0.31% hits; AID 624171; AREc32 ARE-luciferase reporter (MCF7-derived line), luminescence, 24 h; note: % of control where 0% means no effect; nearly all actives have a fitted effect of over 65% in size
#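 Cells of the AREc32 ARE-luciferase line are plated in OPTI-MEM containing 5% FBS and left overnight at 37 deg C. Compounds are pinned in, incubation continues 24 hr, and firefly luciferase signal is then measured.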
# ATXN viability = viability counter-screen for ATXN expression inhibitors; S2 cells (HEK-293 line with an ATXN2-luciferase reporter) viability, CellTiter-Fluor protease fluorescence, 24 h; AID 651635; 400,000 compounds, 0.49% hits; Potency, µM (titrated, usually from 56.7 µM), most hits filed as cytotoxic; note: nearly all actives have a fitted effect of over 40% in size
# EPAC2 antagonist = antagonists of human EPAC2; EPAC2 GEF exchange of Rap1B-BODIPY-GDP, fluorescence; 360,000 compounds, 0.18% hits; Potency, µM (series often up to 114 µM), without a hit: top-dose activity, negative = inhibition, usual class: inhibitors; Q8WZA2; AID 720708; note: % is set by controls: 0 for no effect and ±100 for the full control effect; nearly all actives have a fitted effect of over 45% in size; many of its hits are not listed in these tables
# Target sequence (Q8WZA2 whole entry, looked up): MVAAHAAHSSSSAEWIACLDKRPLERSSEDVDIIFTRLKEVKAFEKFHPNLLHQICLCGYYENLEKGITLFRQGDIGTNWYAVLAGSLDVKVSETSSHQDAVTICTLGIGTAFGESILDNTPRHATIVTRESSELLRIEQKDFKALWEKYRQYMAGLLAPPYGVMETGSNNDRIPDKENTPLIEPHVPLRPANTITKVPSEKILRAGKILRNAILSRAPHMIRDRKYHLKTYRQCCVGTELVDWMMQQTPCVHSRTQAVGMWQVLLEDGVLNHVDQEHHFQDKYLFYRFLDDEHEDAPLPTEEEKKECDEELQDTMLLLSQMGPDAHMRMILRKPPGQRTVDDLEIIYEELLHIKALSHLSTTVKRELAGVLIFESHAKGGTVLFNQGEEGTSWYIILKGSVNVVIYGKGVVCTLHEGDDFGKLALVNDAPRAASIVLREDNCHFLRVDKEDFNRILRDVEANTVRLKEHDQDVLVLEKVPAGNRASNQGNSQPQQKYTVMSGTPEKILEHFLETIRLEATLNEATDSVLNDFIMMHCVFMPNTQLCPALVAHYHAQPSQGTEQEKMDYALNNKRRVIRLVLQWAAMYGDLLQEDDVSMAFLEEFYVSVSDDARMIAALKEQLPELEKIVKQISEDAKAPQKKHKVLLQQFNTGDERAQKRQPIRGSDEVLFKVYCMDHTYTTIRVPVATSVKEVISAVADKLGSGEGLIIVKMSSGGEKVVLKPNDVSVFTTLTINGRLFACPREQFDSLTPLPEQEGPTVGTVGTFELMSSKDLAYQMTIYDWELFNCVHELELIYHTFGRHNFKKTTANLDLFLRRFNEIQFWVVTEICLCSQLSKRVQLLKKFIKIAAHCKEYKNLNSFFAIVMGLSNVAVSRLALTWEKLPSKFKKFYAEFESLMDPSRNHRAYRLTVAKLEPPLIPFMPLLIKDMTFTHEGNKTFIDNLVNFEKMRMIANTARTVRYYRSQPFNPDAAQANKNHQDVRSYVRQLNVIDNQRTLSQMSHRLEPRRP
# MCF10A rerep = induces DNA re-replication in MCF 10a normal breast cells. MCF 10A DNA re-replication, Hoechst nuclear intensity, 48 h. Potency, µM (titrated, usually from 46.1 µM), for the others: top-dose activity, positive = re-replication, most hits filed as activators. 350,000 compounds, 2.9% hits. AID 624296; note: % of control where 0% means no effect; nearly all actives have a fitted effect of over 50% in size
# HepG2 viability = kills HepG2 cells in TGF-b inhibitor counter-screen; Potency, µM (top dose mostly 46.1 µM), without a hit: at the top dose activity change, negative = cytotoxicity, hits mostly cytotoxic; HepG2 CAGA-GFP viability, ATP luminescence, 18 h; 410,000 compounds, 0.76% hits; AID 588856; note: some results filed as inactive show a strong effect at the top dose
#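 HepG2 CAGA-GFP cells (1000/well, DMEM with 1% FBS) received compound, then TGF-beta at 500 pg/mL final, and were incubated 18 hours at 37 degrees C. Viability was read by CellTiter-Glo luminescence. Media-only wells were set as complete cell-killing and DMSO as no toxicity.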
# Nrf2 block = Nrf2 pathway inhibition; A549 ARE-Fluc reporter, luciferase luminescence, 18-24 h; Potency, µM (titrated, usually from 46 µM), inactives show at the highest dose activity change, negative = inhibition, hits mostly inhibitors; 360,000 compounds, 2.1% hits; AID 504444; note: % is set by controls: 0 for no effect and ±100 for the full control effect; nearly all actives have a fitted effect of over 60% in size
#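 Nrf2 activity is the BugLite luminescence, read 15 min after reagent at room temperature, following CellTiter-Fluor cytotoxicity readout (30 min, 37C). Compound titrations were applied for 18-24 h to 5000 A549 ARE_Fluc cells/well in 5% FBS OPTI-MEM.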
# TGFb SMAD3 inh = blocks TGF-b signaling; HepG2 CAGA-GFP TGF-b/SMAD3 reporter, GFP fluorescence, 18 h; TGF-beta stimulated, 500 pg/mL final; Potency, µM (doses to about 46.1 µM), without a hit: top-dose activity, negative = inhibition, usual class: inhibitors; AID 588855; 410,000 compounds, 1.2% hits; note: % is set by controls: 0 for no effect and ±100 for the full control effect; nearly all actives have a fitted effect of over 65% in size
#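 Smad-responsive CAGA-GFP expression was quantified in HEPG2 cells exposed to compounds and 500 pg/mL final TGF-beta for 18 h at 37 degrees C; unstimulated wells defined full inhibition.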
# * marks the source's active call; other numbers are inactive results; i = inactive; ? = inconclusive; . = not tested or not shown; & = joins results of further samples; [ ] = remark or other dose. Calls come from the whole dose curve; as a rule, active = well fitted curve in the direction sought with a large enough effect; inconclusive = small, poorly fitted or top-dose-only effect, or another doubt; inactive = no such curve, though single readings can be large; an effect the other way counts as inactive or inconclusive. Potency is the fitted concentration of half-maximal effect.
smiles,ATXN2 expr inh,A549 viability,Nrf2 ARE act,ATXN viability,EPAC2 antagonist,MCF10A rerep,HepG2 viability,Nrf2 block,TGFb SMAD3 inh
O=C(N/N=C/c1ccc(N2CCOCC2)cc1)c1ccccn1,-13%,2%,-1.0%,i,2%,3%,-33%,23%,3%
CC1CCc2c(sc(NC(=O)CSc3ncn[nH]3)c2C#N)C1 (configuration not stated),0.34µM*,-10%,-3.0%,i,-1%,18µM*,-36%,7.3µM*,-4%
O=C(Cn1cnc2ccccc2c1=O)NNC(=O)c1ccccc1,5%,9%,-0.7%,i,-3%,?,11%,9%,0%
C=C(Br)CN1[C@@H](Cc2ccccc2)[C@H](O)[C@@]23C=C[C@@H](C[C@@H]2S1(=O)=O)O3,8%,1%,0.0%,i,-12%,20%,0%,5%,?
CC(C)CSc1n[nH]c(=S)s1,6%,-3%,5.6%,i,2%,-2%,2%,-14%,?
C=C(C)CNC(=S)N1CCNC(=O)C1CC(=O)OC (configuration not stated),7%,1%,-0.1%,i,11%,-4%,14%,12%,-22%
O=C(NC1CCCCC1)N(CCN1CCCC1)Cc1cc2cc3c(cc2[nH]c1=O)OCCO3,7%,-1%,0.3%,i,4%,-3%,-35%,16%,1%
COc1ccc(NC(=O)COC(=O)c2ccc(OCc3c(C)noc3C)cc2)cc1OC,14%,-12%,-0.6%,i,0%[57.1 µM],0%,-21%,-25%,1%
Cc1cccc(N2CCN(C(=O)NC(C)c3ccc(F)c(F)c3)CC2)c1C (configuration not stated),-10%,-4%,0.0%,i,-3%,?,-21%,-27%,2%
COc1cc(/C=C/C(=O)Nc2cccnc2)cc(OC)c1OC,.,2%,4.0%,i,-2%,-10%,-23%,-16%,-3%
CCc1cccc(NC(=O)CCS(=O)(=O)c2cc3c4c(c2)CCN4C(=O)CC3)c1,-1%,-1%,-0.3%,i,.,.,11%,-15%,0%
O=C(/C=C/Nc1cccc(C(F)(F)F)c1)C(F)(F)F,12%,-4%,-0.3%,i,-7%,4%,-2%,4%,6%
CCC(C)NS(=O)(=O)c1ccc(OCC(=O)NCC2CCCO2)cc1 (configuration not stated),1%,12%,-0.2%,i,-4%,15%,-1%,4%,-3%
COc1ccccc1NCCC(=O)O,2%,1%,-0.5%,i,-3%,0%,-1%,1%,8%
CCOC(=O)c1cccc(NC(=O)c2ccc(-n3cnnn3)cc2)c1,-34%,4%,-0.6%,?,13%,-12%,11%,-3%,8%
Cc1cc(NS(=O)(=O)c2c(C)[nH]c(=O)[nH]c2=O)ccc1Br,-5%,1%,0.3%,i,-5%,1%,-3%,2%,-2%
COc1ccccc1CNC(=O)COC(=O)c1ccc(S(=O)(=O)N2CCCCC2)cc1,-12%,0%,0.0%,i,-2%,-3%,1%,12%,?
COc1ccc(C(=O)N/C(=C\c2cn(S(=O)(=O)N(C)C)c3ccccc23)C(=O)N2CCCC2)cc1,.,.,0.3%,i,-18%,.,7%,.,1%
Clc1cccc(Cc2c(-c3ccco3)nc3ccc(Br)cn23)c1,?,.,?,.,?,.,-115%,.,13µM*
CC(=O)N1CCc2cc(Br)cc(S(=O)(=O)CCC(=O)N3CCN(c4ccccc4Cl)CC3)c21,4%,0%,0.1%,i,.,.,1%,0%[9.27 µM],?
CCc1nnc(NC(=O)CCC(=O)NC2CCCCCC2)s1,9%,4%,-0.3%,i,6%,-3%,-14%,6%,-4%
CCN(CC(=O)NCc1ccc(Cl)cc1)C(=O)CSCC(=O)Nc1cccc(C)c1,1%,-5%,0.1%,i,1%,8%,-13%,2%,-24%
COc1cccc(/C=C(\C#N)C(=O)NC2CCS(=O)(=O)C2)c1 (configuration not stated),-4%,-1%,5.7%,?,19%,-1%,-3%,1%,-1%
O=C(NCC(c1cccs1)N1CCOCC1)C1CCN(S(=O)(=O)c2cc(Cl)ccc2Cl)CC1 (configuration not stated),2%,0%,0.1%,i,2%,8%,-13%,-2%,-2%
COC(=O)c1c(-c2ccc(Cl)cc2)noc1N1CCN(c2cc(C)ccc2C)CC1,5%,9%,-0.2%,i,.,.,-31%,.,-9%

# Gathered by group, those above containing an aryl thioether with sulfur outside any ring (2)
smiles,ATXN2 expr inh,A549 viability,Nrf2 ARE act,ATXN viability,EPAC2 antagonist,MCF10A rerep,HepG2 viability,Nrf2 block,TGFb SMAD3 inh
CC1CCc2c(sc(NC(=O)CSc3ncn[nH]3)c2C#N)C1 (configuration not stated),0.34µM*,-10%,-3.0%,i,-1%,18µM*,-36%,7.3µM*,-4%
CC(C)CSc1n[nH]c(=S)s1,6%,-3%,5.6%,i,2%,-2%,2%,-14%,?

# (more compounds)
# Assay codes – A = ATXN2 expr inh; B = A549 viability; C = Nrf2 ARE act; D = ATXN viability; E = EPAC2 antagonist; F = MCF10A rerep; G = HepG2 viability; H = Nrf2 block; I = TGFb SMAD3 inh
COCCn1c(SCC(=O)Nc2ccc3[nH]c(=O)[nH]c3c2)nc2ccccc21
  A: 2%	B: -6%	C: 6.8%	D: i	E: -1%	F: -18%	G: 1%	H: 17%	I: 9%
CC1CCCN(C(=O)CCCNC(=O)c2ccc(Cl)cc2)C1 (configuration not stated)
  A: 3%	B: -2%	C: 0.3%	D: i	E: -10%	F: -9%	G: 2%	H: 2%	I: -2%
CCCOc1ccc(C(=O)NNC(=O)CCNC(=O)c2ccco2)cc1OC
  A: 0%	B: 0%	C: 2.3%	D: i	E: -18%	F: -1%	G: -8%	H: 3%	I: 16%
CCCOC(=O)CCCC[C@H]1SC[C@@H](NC(=O)OC)[C@H]1NC(=O)OC
  A: -5%	B: -3%	C: -0.3%	D: i	E: -3%	F: 1%	G: -6%	H: -12%	I: 10%
CCOC(=O)c1cn(CC(=O)Nc2ccc(OC)cc2OC)nn1
  A: .	B: 11%&9%	C: 2.3%&0.2%	D: i	E: -8%	F: 6%	G: 4%&-36%	H: 7%&12%	I: 3%&-1%
Oc1ccccc1N1CCN(c2ncccn2)CC1
  A: 11%	B: ?	C: 0.5%	D: i	E: 7%	F: -4%	G: -7%	H: ?	I: -5%
CCOC(=O)c1c(-c2ccccc2)oc2ccc(N(C(C)=O)S(=O)(=O)c3ccc(C)cc3)cc12
  A: 11%	B: -3%	C: 0.5%	D: ?	E: .	F: .	G: 0%	H: -8%	I: 1%
COc1cc2c(C(=O)N3CCN(c4ccccc4)CC3)c(C)oc2cc1Br
  A: ?	B: -20%	C: -0.5%	D: i	E: -7%	F: ?	G: -83%	H: ?	I: -18%
COc1ccc(CN2C(=O)[C@@H]3C(c4ccccc4Cl)=NO[C@@H]3C2=O)cc1
  A: 2%	B: 9%	C: -1.0%	D: i	E: 4%	F: 2%	G: 5%	H: 6%	I: -5%
O=C(Nc1cccc(-c2cnc3ccccc3n2)c1)c1ccc(Cl)cc1
  A: -7%	B: -6%	C: 2.2%	D: ?	E: 6%	F: -8%	G: 4%	H: 11%	I: -5%
COc1ccccc1CNC(=O)CCNS(=O)(=O)c1ccc2c(c1)CCCC(=O)N2
  A: 10%	B: 13%	C: -1.4%	D: i	E: .	F: .	G: -24%	H: ?	I: -5%
COCc1nc2oc3ccccc3c(=O)c2cc1C(=O)OC
  A: 24%	B: -2%	C: 2.8%	D: i	E: -5%	F: -1%	G: 7%	H: ?	I: 5%
Cc1nnc(NC(=O)c2ccc(S(=O)(=O)N3CCc4ccccc4C3)cc2)o1
  A: -21%	B: -14%	C: 0.0%	D: i	E: -2%	F: -6%	G: -42%	H: ?	I: -18%
CCOC(=O)c1cc(-c2ccccc2)n(CC(=O)Nc2ccc(OC)c(OC)c2)c1C
  A: 10%	B: 2%	C: -0.4%	D: i	E: -2%	F: ?	G: 4%	H: 7%	I: 8%
O=C(c1cc(-c2ccccc2)on1)N1CCCc2ccccc21
  A: .	B: 6%	C: 24%	D: i	E: 0%[57.1 µM]	F: 7%	G: -7%	H: 7%	I: -4%
c1ccc2c(c1)CC/C2=N/Nc1nc2ccccc2[nH]1
  A: 26%	B: 0%	C: 12%	D: i	E: 0%	F: 23µM*	G: -32%	H: 10%	I: ?
CCCc1nc(SCc2ccccn2)c2c(=O)n(C)c(=O)n(C)c2n1
  A: -7%	B: -2%	C: 0.9%	D: i	E: ?	F: 2%	G: -3%	H: -17%	I: -3%
CCS(=O)(=O)N1CCN(C(C)CCc2ccccc2)CC1 (configuration not stated)
  A: -5%	B: 10%	C: -0.6%	D: i	E: 0%	F: 0%	G: -5%	H: -9%	I: 5%
CCc1ccc(CN(C)C(=O)c2ccc3c(c2)OCCO3)cc1
  A: -1%	B: -5%	C: 0.3%	D: i	E: -9%	F: -6%	G: -2%	H: -10%	I: -2%
COc1ccc(Cl)cc1NC(=O)NC(C)c1ccncc1 (configuration not stated)
  A: -3%	B: 1%	C: -0.1%	D: i	E: -6%	F: ?	G: -75%	H: 15%	I: 2%

# An excerpt from above in order of SMILES length, rising:
# Assay codes – A = ATXN2 expr inh; B = A549 viability; C = Nrf2 ARE act; D = ATXN viability; E = EPAC2 antagonist; F = MCF10A rerep; G = HepG2 viability; H = Nrf2 block; I = TGFb SMAD3 inh
COc1ccc(Cl)cc1NC(=O)NC(C)c1ccncc1 (configuration not stated)
  A: -3%	B: 1%	C: -0.1%	D: i	E: -6%	F: ?	G: -75%	H: 15%	I: 2%
c1ccc2c(c1)CC/C2=N/Nc1nc2ccccc2[nH]1
  A: 26%	B: 0%	C: 12%	D: i	E: 0%	F: 23µM*	G: -32%	H: 10%	I: ?
CCc1ccc(CN(C)C(=O)c2ccc3c(c2)OCCO3)cc1
  A: -1%	B: -5%	C: 0.3%	D: i	E: -9%	F: -6%	G: -2%	H: -10%	I: -2%
CCCc1nc(SCc2ccccn2)c2c(=O)n(C)c(=O)n(C)c2n1
  A: -7%	B: -2%	C: 0.9%	D: i	E: ?	F: 2%	G: -3%	H: -17%	I: -3%

# Screens (PubChem)

# These rows are one share of the data; count on the stated rates, not on these rows.
